OX1R antag-1 – blocks the human orexin 1 receptor | AID 485270 | inhibition, % at 6.6 µM | OX1R-expressing cells, FRET antagonist read-out | 330,000 compounds, 1.8% hits; in the data active = inhibition mostly above about 38%, no sharp cut-off; inactive = mostly below about 40%;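 note: 0% = agonist challenge alone and 100% = reference antagonist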
Target sequence (O43613 whole entry, looked up): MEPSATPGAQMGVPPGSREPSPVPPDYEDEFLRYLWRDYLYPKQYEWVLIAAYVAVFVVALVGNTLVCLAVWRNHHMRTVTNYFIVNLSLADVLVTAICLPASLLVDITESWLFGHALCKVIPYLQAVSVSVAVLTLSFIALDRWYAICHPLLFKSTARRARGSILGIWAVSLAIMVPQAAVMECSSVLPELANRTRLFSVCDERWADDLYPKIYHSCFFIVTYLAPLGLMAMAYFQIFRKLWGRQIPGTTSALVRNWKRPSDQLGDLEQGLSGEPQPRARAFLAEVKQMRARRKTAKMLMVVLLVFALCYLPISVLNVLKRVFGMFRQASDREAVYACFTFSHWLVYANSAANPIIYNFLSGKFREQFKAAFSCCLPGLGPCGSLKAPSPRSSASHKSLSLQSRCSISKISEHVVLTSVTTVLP
OX1R antag-2 – blocks the human orexin 1 receptor; O43613; CHO/OX1R cells, Fluo-8 calcium fluorescence, orexin A; inhibition, % at 5 µM; 330,000 compounds, 0.43% hits; AID 434989;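 active = inhibition above its plate's threshold, mean inhibition of all tested compounds on the plate plus 3 SD, cut at about 37% in these data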;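 note: 0% = orexin A challenge wells and 100% = SB-334867-A antagonist wells; not every result past the cut was called active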
Numbers without * were called inactive.

Screening COc1cc(/C=N/NC(=S)NCCN2CCOCC2)cc(OC)c1OC returned OX1R antag-1 18 and OX1R antag-2 -8.
Cc1ccc(CNc2nc(-c3cccnc3)nc3ccccc23)cc1 was read as OX1R antag-1 21 and OX1R antag-2 -6.
Screening CCc1c(C)nc(SCC(=O)c2ccc(C)c(C)c2)[nH]c1=O returned OX1R antag-1 24 and OX1R antag-2 -36.
Screening O=C(C1CCCCN1S(=O)(=O)c1ccccc1[N+](=O)[O-])N1CCOCC1 (centres undefined) returned OX1R antag-1 17 and OX1R antag-2 -2.
CCOc1ccc(CCNC(=O)CS(=O)Cc2nc(-c3ccccc3C)oc2C)cc1OCC (centres undefined) was read as OX1R antag-1 57* and OX1R antag-2 16.
For O=C(CS(=O)(=O)Cc1ccccc1)Nc1ccccn1 the results were OX1R antag-1 30 and OX1R antag-2 -21.
Cc1ccc(S(=O)(=O)Cc2ccc(C(=O)N3CCN(Cc4ccccc4)CC3)o2)cc1 was read as OX1R antag-1 13 and OX1R antag-2 -25.
For COc1ccc(N(CC(=O)N2CCN(C)CC2)S(=O)(=O)c2ccccc2)cc1 the results were OX1R antag-1 13 and OX1R antag-2 -26.
Screening Cc1ccc(NC(=O)C2CCN(c3cnccn3)CC2)cc1 returned OX1R antag-1 14 and OX1R antag-2 -12.
Screening COc1cccc(C2C(C#N)=C(N)Oc3c2oc(CO)cc3=O)c1OC (centres undefined) returned OX1R antag-1 2 and OX1R antag-2 -8.
Screening COc1cc(O)ccc1C=O returned OX1R antag-1 -3 and OX1R antag-2 -6.
Screening Cc1ccc2cc(CN(Cc3ccco3)C(=O)c3cccs3)c(=O)[nH]c2c1 returned OX1R antag-1 26 and OX1R antag-2 -9.
`COc1ccc(/C=C2\CCC(C3CCCC3)C2=O)cc1` (centres undefined) gave OX1R antag-1 -5 and OX1R antag-2 -10.
O=C(NCCC(=O)N1CCN(S(=O)(=O)c2ccc(F)cc2)CC1)Nc1ccccc1 was read as OX1R antag-1 4 and OX1R antag-2 -14.
CC(C)(C)NC(=O)C(c1ccccc1)N(C(=O)CNC(=O)c1cccs1)c1cccnc1 (centres undefined) was read as OX1R antag-1 21 and OX1R antag-2 -13.
`CN(CC(=O)Nc1cccc(Cl)c1)S(=O)(=O)c1ccc2c(c1)n(C)c(=O)c(=O)n2C` gave OX1R antag-1 3 and OX1R antag-2 5.
For CC(=O)N1N=C(c2ccncc2)OC12CCCCC2 the results were OX1R antag-1 25 and OX1R antag-2 7.
O=C(NC(NC(=S)N1CCOCC1)C(Cl)(Cl)Cl)c1ccc(Cl)cc1 (centres undefined) was read as OX1R antag-1 10 and OX1R antag-2 -6.
For COc1ccccc1CNc1ccc2nnc(CCNC(=O)c3ccccc3)n2n1 the results were OX1R antag-1 26 and OX1R antag-2 -25.
Screening Cc1ccnc2c1ccc1ccccc12 returned OX1R antag-1 7 and OX1R antag-2 -19.
Screening O=C1/C(=C\c2cc(Br)cc(Br)c2O)SC(=S)N1Cc1ccccc1 returned OX1R antag-1 -6 and OX1R antag-2 15.
Screening CCC(NS(=O)(=O)c1cnn(CC)c1)c1ccccc1 (centres undefined) returned OX1R antag-1 11 and OX1R antag-2 7.
Screening O=C(CNC(=O)C12CC3CC(CC(C3)C1)C2)NCc1ccccc1 returned OX1R antag-1 12 and OX1R antag-2 -16.
CCCCn1c(=N)n(CCOc2ccc(C)cc2)c2ccccc21 was read as OX1R antag-1 -6 and OX1R antag-2 -18.
Screening Cc1ccc2c(CC(=O)NC3=NCCS3)coc2c1 returned OX1R antag-1 18 and OX1R antag-2 -16.
For COc1ccccc1-c1cc(C(F)(F)F)n2ncc(C(=O)N3CCc4ccccc4C3)c2n1 the results were OX1R antag-1 34 and OX1R antag-2 -44.
For CCc1cccc(C)c1NC(=O)c1ccccc1 the results were OX1R antag-1 23 and OX1R antag-2 -2.
Screening COC(=O)C1CC(=O)N(c2ccc(C)cc2)C1 (centres undefined) returned OX1R antag-1 10 and OX1R antag-2 -12.
For Nc1nnc(SCCCC(=O)c2ccccc2)s1 the results were OX1R antag-1 34 and OX1R antag-2 -9.
Screening O=C(CSC1CN(C(c2ccccc2)c2ccccc2)C1)N/N=C/c1ccccc1 returned OX1R antag-1 2 and OX1R antag-2 3.
Screening CS(=O)(=O)c1ccc(Cl)c(NC(=O)COC(=O)COc2ccc3c(c2)CCC3)c1 returned OX1R antag-1 12 and OX1R antag-2 -1.
COc1ccccc1-n1c(SCC(=O)NC(C)(C)C)nc(O)cc1=O was read as OX1R antag-1 8 and OX1R antag-2 -17.
Screening Cc1cccc(OCC(=O)Nc2ccccc2N2CCN(C(=O)C(C)C)CC2)c1C returned OX1R antag-1 23 and OX1R antag-2 -34.
Screening CCCCc1nc2sc3c(SCCN(C)C)ncnc3c2c2c1CCC2 returned OX1R antag-1 4 and OX1R antag-2 -1.
Screening O=C(COC(=O)c1ccc2c(c1)OCO2)Nc1ccccc1OC(F)F returned OX1R antag-1 -1 and OX1R antag-2 -20.
For Cc1nnc2nc(-c3ccccc3)nc(-c3ccccc3)n12 the results were OX1R antag-1 -4 and OX1R antag-2 -32.
`O=C(NC1CCCC1)C(c1ccc(F)cc1)N(Cc1ccc(Cl)cc1)C(=O)CCl` (centres undefined) gave OX1R antag-1 -1 and OX1R antag-2 -34.
CN(Cc1ccc(OC(F)F)cc1)C(=O)C1CCN(S(=O)(=O)c2ccc3c(c2)OCCO3)CC1 was read as OX1R antag-1 8 and OX1R antag-2 13.
For CCN(Cc1ccccc1)S(=O)(=O)c1ccc(F)cc1 the results were OX1R antag-1 10 and OX1R antag-2 -11.
For NC(=O)c1ccc([N+](=O)[O-])cc1SCc1ccccc1 the results were OX1R antag-1 15 and OX1R antag-2 -13.
`COC(=O)Cn1cc(C(=O)OC)c2ccccc21` gave OX1R antag-1 19 and OX1R antag-2 -10.
Cc1cc(OC(C)C(=O)NC2CC(C)(C)NC(C)(C)C2)c2c(C)cc(=O)oc2c1 (centres undefined) was read as OX1R antag-1 14 and OX1R antag-2 15.
Cc1ccc(NC(=O)c2ccc3c(c2)[nH]c(=O)n3C(C)C)cc1 was read as OX1R antag-1 12 and OX1R antag-2 -10.
Screening COc1cccc(NC(=O)c2ccn(C)n2)c1 returned OX1R antag-1 11 and OX1R antag-2 6.
Screening NC(=O)c1ccc(NC(=O)COC(=O)CCC2CCCCC2)cc1 returned OX1R antag-1 1 and OX1R antag-2 -4.
Screening Cc1ccc(NC(=O)c2cc(CC(C)C)nc3ccccc23)cc1 returned OX1R antag-1 -10 and OX1R antag-2 -29.
Screening COc1ccc(Cc2nnc(NC(=O)C3CC(=O)N(c4ccccc4)C3)s2)cc1OC (centres undefined) returned OX1R antag-1 23 and OX1R antag-2 -12.
`COc1ccc(NC(=O)CN2CCN(C(=O)C3CCCO3)CC2)c(OC)c1` (centres undefined) gave OX1R antag-1 22 and OX1R antag-2 -18.
Cc1ccc(OCCCC(=O)Nc2ccc(S(N)(=O)=O)cc2)cc1 was read as OX1R antag-1 15 and OX1R antag-2 11.
Screening CCN(CC)C(=O)Cn1cnc([N+](=O)[O-])n1 returned OX1R antag-1 22 and OX1R antag-2 -30.
For COc1cccc(NC(=O)CN(C)C(=O)CCSc2ccc(C)cc2)c1 the results were OX1R antag-1 -3 and OX1R antag-2 -19.
Cc1ccc(CSc2ccc(S(=O)(=O)N3CCCC3)cn2)cc1 was read as OX1R antag-1 -4 and OX1R antag-2 -17.
COc1cc(NC(=O)Cn2c(=O)n(-c3cccc(C)c3)c(=O)c3c(C)c(C)sc32)cc(OC)c1 was read as OX1R antag-1 9 and OX1R antag-2 -7.
CC(C)N1CCNCC1 was read as OX1R antag-1 10 and OX1R antag-2 -17.
CCOC(=O)c1cnc2c(Cl)cccc2c1NCCN1CCOCC1 was read as OX1R antag-1 17 and OX1R antag-2 -14.
For Cn1c(CN2CCOCC2)nc2cc(NC(=O)COc3ccc([N+](=O)[O-])cc3)ccc21 the results were OX1R antag-1 32 and OX1R antag-2 13.
Screening O=[N+]([O-])c1ccc(Cl)c(C2Nc3cccc4cccc(c34)N2)c1 returned OX1R antag-1 18 and OX1R antag-2 -20.
For CN(CC(=O)Nc1cccc(F)c1)C(=O)CCCN1C(=O)c2cccc3cccc(c23)C1=O the results were OX1R antag-1 18 and OX1R antag-2 -30.
Screening Cc1ccc(NC(=O)c2ccc(C(C)(C)C)cc2)cc1[N+](=O)[O-] returned OX1R antag-1 26 and OX1R antag-2 -22.
`OCCN(Cc1ccccc1)Cc1cccc(F)c1` gave OX1R antag-1 9 and OX1R antag-2 -4.
Screening CCCCP(=O)(CCCC)Cc1ccccc1O returned OX1R antag-1 6 and OX1R antag-2 -9.
`CC1=C(C(=O)NC2CCCc3c2cnn3-c2ccc(F)cc2F)OCCO1` (centres undefined) gave OX1R antag-1 12 and OX1R antag-2 -12.
For CO/N=C/C(c1ncc(C(F)(F)F)cc1Cl)S(=O)(=O)c1ccccc1 (centres undefined) the results were OX1R antag-1 -8 and OX1R antag-2 -22.
COc1ccc(-c2noc(CN(C(=O)C(C)(C)C)C(C)C)n2)cc1 was read as OX1R antag-1 32 and OX1R antag-2 5.
COC(=O)CCC(=O)N1CN2CN(C(=O)CCC(=O)OC)CC([N+](=O)[O-])(C2)C1 was read as OX1R antag-1 5 and OX1R antag-2 -7.
Screening Cc1cc(C)c2nc(N3CCN(C(=O)c4ccco4)CC3)sc2c1 returned OX1R antag-1 82* and OX1R antag-2 -23.
OC1CCN(C(c2ccc3ncccc3c2)c2nnnn2C2CCCCC2)CC1 (centres undefined) was read as OX1R antag-1 16 and OX1R antag-2 -22.
CCCCCCCNC(=O)C1(CC2CC(c3ccc(Cl)cc3)=NO2)CCNCC1 (centres undefined) was read as OX1R antag-1 16 and OX1R antag-2 -49.
Screening COc1ccc(NS(=O)(=O)c2cccs2)cc1S(=O)(=O)N1CCCCC1 returned OX1R antag-1 19 and OX1R antag-2 -17.
O=c1cnn(-c2ccc(Cl)cc2Cl)c(-c2ccccc2)c1 was read as OX1R antag-1 -3 and OX1R antag-2 -11.

Quoted at random: 2 records from the list
Screening Cc1cc(C)c2nc(N3CCN(C(=O)c4ccco4)CC3)sc2c1 returned OX1R antag-1 82* and OX1R antag-2 -23.
Screening COc1ccc(NS(=O)(=O)c2cccs2)cc1S(=O)(=O)N1CCCCC1 returned OX1R antag-1 19 and OX1R antag-2 -17.

Following part.
`O=C(CNCc1ccccc1)Nc1cccc(Cl)c1Cl` gave OX1R antag-1 2 and OX1R antag-2 -9.
`CCCCCN(C(=O)NC(=O)NC(C)CC)S(C)(=O)=O` (centres undefined) gave OX1R antag-1 18 and OX1R antag-2 -3.
Screening CCS(=O)(=O)N1Cc2ccccc2CC1C(=O)Nc1ccc(OC)cc1 (centres undefined) returned OX1R antag-1 10 and OX1R antag-2 -5.
C=C(C)c1cccc(C(C)(C)NC(=O)NCCN(CC)CC)c1 was read as OX1R antag-1 10 and OX1R antag-2 -17.
`Nn1c(Cc2ccc(F)cc2)n[nH]c1=S` gave OX1R antag-1 3 and OX1R antag-2 -4.
`COc1cc(Cl)c(CC(=O)c2c[nH]c3ccccc23)cc1OC` gave OX1R antag-1 -7 and OX1R antag-2 -7.
CN(C)C(CNC(=O)C1CCN(S(=O)(=O)c2ccccc2)CC1)c1ccccc1 (centres undefined) was read as OX1R antag-1 8 and OX1R antag-2 -12.
Screening CN(CC(=O)Nc1cc(S(=O)(=O)N2CCCC2)ccc1Cl)Cc1cccs1 returned OX1R antag-1 22 and OX1R antag-2 -21.
For Cc1ccc(S(=O)(=O)Nc2cc3c4c(c2)CC(=O)N4CCC3)cc1 the results were OX1R antag-1 14 and OX1R antag-2 -29.
Cc1nn(C)c(C)c1S(=O)(=O)N1CCC(C(=O)NCC2COc3ccccc3O2)CC1 (centres undefined) was read as OX1R antag-1 9 and OX1R antag-2 -26.

An excerpt from above in order of formula weight, rising:
`CCCCCN(C(=O)NC(=O)NC(C)CC)S(C)(=O)=O` (centres undefined) gave OX1R antag-1 18 and OX1R antag-2 -3.
`O=C(CNCc1ccccc1)Nc1cccc(Cl)c1Cl` gave OX1R antag-1 2 and OX1R antag-2 -9.
`COc1cc(Cl)c(CC(=O)c2c[nH]c3ccccc23)cc1OC` gave OX1R antag-1 -7 and OX1R antag-2 -7.
For Cc1ccc(S(=O)(=O)Nc2cc3c4c(c2)CC(=O)N4CCC3)cc1 the results were OX1R antag-1 14 and OX1R antag-2 -29.
Screening CCS(=O)(=O)N1Cc2ccccc2CC1C(=O)Nc1ccc(OC)cc1 (centres undefined) returned OX1R antag-1 10 and OX1R antag-2 -5.
Cc1nn(C)c(C)c1S(=O)(=O)N1CCC(C(=O)NCC2COc3ccccc3O2)CC1 (centres undefined) was read as OX1R antag-1 9 and OX1R antag-2 -26.

Other compounds follow:
O=C(NC(=S)Nc1ccc2[nH]ncc2c1)c1ccccc1 was read as OX1R antag-1 12 and OX1R antag-2 -4.
For CC1(C(=O)O)CCC(C(=O)NC2CCCCC2)C1(C)C (centres undefined) the results were OX1R antag-1 22 and OX1R antag-2 -8.
Cc1cc(C)n2nc(SCC(=O)N3CCCC(C)C3)nc2n1 (centres undefined) was read as OX1R antag-1 8 and OX1R antag-2 -6.
`Cc1cc(C)c2cc(CN(CC3CCCO3)S(=O)(=O)c3ccc4c(c3)OCCO4)c(=O)[nH]c2c1` (centres undefined) gave OX1R antag-1 14 and OX1R antag-2 -30.
Cc1nn(-c2ccccc2)c(C)c1C(=O)OCC(=O)Nc1ccc2c(c1)OCO2 was read as OX1R antag-1 12 and OX1R antag-2 -19.
